Bioassay records (PubChem BioAssay)
LmPK inh: inhibitors of Leishmania mexicana pyruvate kinase; actives 0.37% (n = 290,000); Potency, µM (doses to about 57.5 µM), inactives show at the top dose activity change, negative = inhibition, actives largely listed as inhibitors; AID 1721; purified LmPK, Kinase-Glo ATP luminescence, 1 h; further: potency means the concentration at half of the fitted maximal effect; on the % scale 0 is the no-effect control and ±100 the full control effect
Target sequence (Q27686 whole entry, looked up): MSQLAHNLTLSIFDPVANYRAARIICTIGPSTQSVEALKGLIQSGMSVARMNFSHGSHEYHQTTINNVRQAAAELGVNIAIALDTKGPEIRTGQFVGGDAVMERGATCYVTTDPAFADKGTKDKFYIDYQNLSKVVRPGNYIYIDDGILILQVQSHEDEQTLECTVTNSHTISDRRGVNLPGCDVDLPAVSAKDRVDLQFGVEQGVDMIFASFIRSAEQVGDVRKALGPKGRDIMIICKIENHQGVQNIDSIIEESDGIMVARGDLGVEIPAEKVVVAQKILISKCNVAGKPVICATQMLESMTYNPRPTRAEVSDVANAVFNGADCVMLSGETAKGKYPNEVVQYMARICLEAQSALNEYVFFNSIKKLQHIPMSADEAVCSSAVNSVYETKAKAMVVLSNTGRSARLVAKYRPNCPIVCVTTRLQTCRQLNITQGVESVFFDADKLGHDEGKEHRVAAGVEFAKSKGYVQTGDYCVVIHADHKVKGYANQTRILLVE
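qHTS format; LmPK 0.1 nM; substrates PEP 0.5 mM and ADP 0.1 mM. One-hour room-temperature incubation, then coupled luciferase luminescence; 0.5 nM enzyme wells mark activation.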
Cycloheximide cs: affects cycloheximide protein synthesis inhibition readout, counter-screen. AID 2314. actives 12% (n = 300,000). cell reporter, cycloheximide protein synthesis inhibition counterscreen. max response, %; in the data active means max response mostly above about 13%, no sharp cut-off; inactive means mostly below about 14%; further: read at 38.3 µM for the half of the compounds with a filed dose; 0% is about no effect
Shiga inhibitor: blocks Shiga toxin action in Vero cells; Vero cells, Shiga toxin protein synthesis inhibition reporter; inhibition, % at 38.7 µM; actives 9.2% (n = 290,000); in the data active means inhibition mostly above about 28%, no sharp cut-off; inactive means mostly below about 43%; further: 0% is about no effect
HCV inhibitor: HCV inhibition. Huh7.5.1 HCVcc-Cre infection, luciferase reporter, 44 h. Potency, µM (series often up to 41.8 µM), without a hit: at the highest dose activity change, negative = inhibition, most hits filed as inhibitors. actives 3.4% (n = 340,000). AID 651820; further: potency means the concentration at half of the fitted maximal effect; on the % scale 0 is the no-effect control and ±100 the full control effect
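Luciferase read-out (15 sec integration) after a 15 min room-temperature substrate step quantifies HCVcc-Cre infection. Cells, 1,000 per well, had compound added 4 h post-plating, then virus at ~0.5 moi, and were cultured 44 h.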
Pf growth 96h: P. falciparum growth inhibition at 96 hour, primary screen for plastid delayed-death inhibitors; P. falciparum luciferase reporter growth, 96 h; actives 6.9% (n = 320,000); Potency, µM (highest dose often 28.7 µM), for the others: at the highest dose activity change, negative = inhibition, usual class: inhibitors; AID 504834; further: potency means the concentration at half of the fitted maximal effect; on the % scale 0 is the no-effect control and ±100 the full control effect
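96 h incubation, 37 C, 5% CO2, of luciferase-reporter P. falciparum-infected RBCs (2% hematocrit, 0.05% parasitemia final) with test compounds; endpoint luminescence.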
TbPYK inhibitor: blocks Trypanosoma brucei pyruvate kinase; TbPYK enzyme, Kinase-Glo Plus ATP luminescence, 45 min; Potency, µM (series often up to 76.8 µM), for the others: at the top dose activity, negative = inhibition, hits mostly inhibitors; actives 0.12% (n = 410,000); further: potency means the concentration at half of the fitted maximal effect; on the % scale 0 is the no-effect control and ±100 the full control effect; nearly all actives have a fitted effect of over 50% in size
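T. brucei PYK with substrate was exposed to pin-transferred compounds across a concentration series, then started with 130 uM ADP (final). After 45 min at room temperature, Kinase-Glo Plus luminescence was read, normalized and curve-fitted.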
Pf growth 48h: inhibits P. falciparum growth in the first generation, 48 h; P. falciparum luciferase growth in erythrocytes, 48 h; Potency, µM (series often up to 28.7 µM), without a hit: at the highest dose activity change, negative = inhibition, hits mostly inhibitors; actives 5.9% (n = 310,000); AID 504832; further: potency means the concentration at half of the fitted maximal effect; on the % scale 0 is the no-effect control and ±100 the full control effect
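Growth was read as firefly luciferase luminescence after a 48 h, 37 C, 5% CO2 exposure of compounds to reporter-bearing P. falciparum cultures (0.1% parasitemia, 2% hematocrit final) in Albumax-supplemented RPMI 1640.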
Starred values were filed as active, the others as inactive; ? = inconclusive; / = no result given; & = joins results of further samples; [ ] = dose if it differs, or a comment. Unless noted, the call rests on the fitted dose curve; in most records, active means well fitted curve in the direction sought with a large enough effect; inconclusive means small, poorly fitted or top-dose-only effect, or another doubt; inactive means no such curve, though single readings can be large; an effect the other way counts as inactive or inconclusive.

SMILES | LmPK inh | Cycloheximide cs | Shiga inhibitor | HCV inhibitor | Pf growth 96h | TbPYK inhibitor | Pf growth 48h
CC(C)n1cc(/C=C2/SC(=O)N(CC(=O)N3CCCC3)C2=O)c2ccccc21 | -0.1% | 0.8 | -10.1 | -1.7% | ? | 1.0% | 0.0%
Cc1ccc(/C=N/N=C2\SCC(=O)N2CC2CC2)cc1 | -1.7% | -2.6 | 4.9 | 11.9% | 87.3%[activator] | -1.1% | -4.5%
O=C1C2CCCN2C(=O)N1CCCN1CCN(c2cccc(Br)c2)CC1 (configuration not stated) | -6.5% | 2.3 | 8.7 | 0.3% | ? | -5.4% | -7.9%
CCOC(=O)c1nn(-c2c(C)n(C)n(-c3ccccc3)c2=O)cc1O | 0.0% | -3.9 | -16.7 | 13.1% | 4.4% | 3.3% | 12.7%
COc1ccccc1CN1C2CCCC1CC(NC(=O)/C=C/c1ccccc1)C2 (configuration not stated) | 12.0% | 10.7 | 33.3 | ? | -2.6% | 4.5% | -22.3%
FC(F)(F)c1ccc2c(c1)nc1n2CCCC1 | 0.0% | 21.5* | 13.2 | -16.4% | 35.2%[activator] | 2.2% | ?
N#Cc1cc(-c2ccccc2)cnc1Cl | 1.5% | 6.9 | 46.2 | -1.7% | 56.3%[activator] | 0.1% | 21.1%
CCOC(=O)c1cc2cc3ccccc3cc2oc1=O | -0.1% | 21.6* | 43.1* | 8.1% | 19.2% | 5.3% | -8.4%
Cc1nc2c(ccc3c([N+](=O)[O-])cccc32)c(C)c1C | -2.9% | 36.7* | 74.8 | -19.8% | 26.6% | 2.0% | 30.2%[activator]
O=C1c2ccccc2S(=O)(=O)N1CC(O)Cn1c2ccccc2c2ccccc21 (configuration not stated) | 6.0% | 13.5 | 16.8 | 12.3% | ? | 1.7% | -9.9%
C=CCNC(=O)C1=NOC(CNC(=O)c2c(-c3ccccc3Cl)noc2C)C1 (configuration not stated) | 4.7% | 3.6 | 8.1 | 1.4% | 6.6% | -8.9% | 10.0%
Cc1ccc(C)c(S(=O)(=O)Nc2nc(C)c(C(=O)Nc3ccccc3)s2)c1 | -1.7% | 10.3 | -4.0 | 7.7% | 0.657µM* | -11.8% | ?
O=C(Nc1cccc(O)c1)N1CCOCC1 | 4.6% | 5.7 | 20.6 | 4.3% | 11.7µM* | 5.3% | 39.7%[activator]
Clc1ccc2oc(-c3ccccc3)nc2c1 | -19.0% | 46.1* | 106.9* | 1.9% | 97.6%[activator] | 1.2% | 172.9%[activator]
C[C@H](NC(=O)[C@@H]1Cc2ccccc2CN1)C(=O)NC1CCCCC1 | -1.4% | 6.5 | -14.5 | 2.4% | 34.6%[activator] | 11.2% | -3.0%
CCOc1ccc(Oc2nc(NCC(C)C)nc(N(C)C)n2)nn1 | -10.3% | 1.0 | 2.8 | -13.7% | / | -4.8% | 2.6%
Cc1cc(C(=O)N2CCc3ccccc32)n(-c2ccccc2)n1 | -3.0% | -1.1 | -3.1 | ? | ? | -5.9% | -16.8%
CC(=O)Nc1ccc(OCC(O)Cn2cccn2)cc1 (configuration not stated) | 1.2% | -2.6 | -6.7 | 8.1% | -4.3% | -11.0% | -1.5%
CCOc1ccc(C(=O)NCC(c2ccco2)N2CCc3ccccc3C2)cc1 (configuration not stated) | / | / | / | -12.4% | -17.8% | 4.3% | ?
CN1CCCN(C(=O)c2cccc(Cl)c2)CC1 | -3.6% | -3.5 | -14.5 | 13.6% | 50.4%[activator] | 0.0% | 3.7%
COc1ccc(OCCC(=O)OCc2c(C)noc2C)cc1 | -1.9% | 8.1 | 19.0 | 12.7% | 3.5% | -2.1% | /
CCC(=O)OCc1cc2cccc(C)c2[nH]c1=O | -0.7% | 8.1 | 46.5 | -5.6% | 17.4% | 2.4% | 11.0%
Nc1ncc(-c2nnnn2-c2ccc(Cl)cc2)c(-c2ccc(Cl)cc2)n1 | 4.0% | -4.4 | -14.8 | ? | ? | -4.6% | -6.0%
O=C1NCCCC1C(=O)N1CCN(C(=O)C2CCCNC2=O)CC1 (configuration not stated) | -0.4% | 4.0 | -10.4 | / | -22.0% | / | 11.7µM*
CC(=O)Nc1ccc(S(=O)(=O)NC2(C(F)(F)F)NC(=O)N(C3CCCC3)C2=O)cc1 (configuration not stated) | 0.0% | -1.6 | 12.9 | 7.6% | -27.2% | 6.2% | -2.0%

The final 5 entries of the part before are carried over, then new ones follow:
SMILES | LmPK inh | Cycloheximide cs | Shiga inhibitor | HCV inhibitor | Pf growth 96h | TbPYK inhibitor | Pf growth 48h
COc1ccc(OCCC(=O)OCc2c(C)noc2C)cc1 | -1.9% | 8.1 | 19.0 | 12.7% | 3.5% | -2.1% | /
CCC(=O)OCc1cc2cccc(C)c2[nH]c1=O | -0.7% | 8.1 | 46.5 | -5.6% | 17.4% | 2.4% | 11.0%
Nc1ncc(-c2nnnn2-c2ccc(Cl)cc2)c(-c2ccc(Cl)cc2)n1 | 4.0% | -4.4 | -14.8 | ? | ? | -4.6% | -6.0%
O=C1NCCCC1C(=O)N1CCN(C(=O)C2CCCNC2=O)CC1 (configuration not stated) | -0.4% | 4.0 | -10.4 | / | -22.0% | / | 11.7µM*
CC(=O)Nc1ccc(S(=O)(=O)NC2(C(F)(F)F)NC(=O)N(C3CCCC3)C2=O)cc1 (configuration not stated) | 0.0% | -1.6 | 12.9 | 7.6% | -27.2% | 6.2% | -2.0%
CCOC(=O)c1sc(-c2cccc(C(F)(F)F)c2)nc1O | 6.6% | -0.8 | -4.5 | -24.6% | ? | 0.6% | ?
CCCc1cc(=O)[nH]c(SCC(=O)N(CCOC)c2c(N)n(Cc3ccccc3)c(=O)[nH]c2=O)n1 | / | / | / | 30.3%[activator] | 16.1% | 0.7% | -10.0%
CCOc1ccc(NC(=O)CN(C)C(=O)c2ccc(NC3CC3)c([N+](=O)[O-])c2)cc1OCC | / | / | / | 11.2µM* | ? | 4.7% | -22.8%
OC(COCC1COc2ccccc2O1)CN1CCN(c2ccccc2)CC1 (configuration not stated) | -3.8% | -2.5 | -5.5 | 0.6% | ? | 0.5% | 7.3%
CCOc1ccc(-c2cc(C)[n+](CCc3ccc(OC)c(OC)c3)c(-c3ccc(OCC)cc3)c2)cc1 | 1.2% | -2.5 | -4.4 | 5.62µM* | ? | -2.7% | ?
O=C(NCc1cccs1)C1CCCN(S(=O)(=O)c2cccs2)C1 (configuration not stated) | -9.8% | 2.9 | -1.6 | -12.2% | / | 0.6% | -5.6%
Cc1ccc(OCC(=O)Nc2ccc(S(=O)(=O)N3CCCC3)cc2)cc1 | 0.1% | -10.8 | -4.2 | -5.1% | -11.9% | -6.1% | -19.3%
COCC(C)NC(=O)c1nn(Cc2ccccc2)c(=O)c2ccccc12 (configuration not stated) | -6.4% | -4.8 | -16.4 | -0.1% | -9.6% | 0.6% | 4.8%
O=C(NCc1ccc(F)cc1)C1CCC(CNc2c(N3CCOCC3)c(=O)c2=O)CC1 (configuration not stated) | -7.2% | -3.6 | 18.9 | 2.6% | -22.9% | -0.3% | -12.4%
CCOc1ccc(OCCCC(=O)O)cc1 | 6.7% | 5.5 | -13.7 | 13.5% | 37.6%[activator] | 7.4% | /
CCOc1ccc(NCC(=O)c2ccc(C)cc2)cc1 | 3.7% | 15.6* | 63.4* | 23.6% | -10.2% | 3.9% | -8.4%
COCCN(Cc1cc2cc(C)ccc2n2nnnc12)C(=S)Nc1ccc(C)cc1 | 10.4% | 9.7 | 25.9 | ? | ? | -0.3% | ?
O=C(C1=C[C@@H](c2ccc(C(F)(F)F)cc2)C[C@@H](OCCCCO)O1)N1CCOCC1 | -2.8% | -1.0 | -4.6 | 12.5% | ? | -13.4% | ?
O=C(CCC(=O)N1CCN(c2ccccc2F)CC1)c1ccc(F)cc1 | 3.1% | 15.4* | 22.3 | 19.1% | 24.1% | 2.0% | 42.3%[activator]
CCOC(=O)C1(C(C)(C)CC)CC(CSc2nc3ccccc3[nH]2)OC1=O (configuration not stated) | 5.3% | -1.7 | 1.9 | ? | -22.0% | 2.5% | 8.28µM*
CC(C)(C)C(=O)Nc1ccc(C(=O)Nc2cc(NC(=O)c3ccc(NC(=O)C(C)(C)C)cc3)cc(C(=O)O)c2)cc1 | 0.3% | 18.7* | 10.5 | 0.4% | -3.9% | -4.7% | ?
N#Cc1c(N)n(-c2ccc(O)cc2)c2nc3ccccc3nc12 | 4.8% | -2.7 | -14.8 | -0.2% | 1.3% | -0.7% | 6.2%
Cc1c(NC(=O)C(C)OC(=O)c2c3c(nc4ccccc24)CCC3)c(=O)n(-c2ccccc2)n1C (configuration not stated) | 9.3% | 0.7 | -2.2 | -6.5% | ? | 1.3% | ?
CCOc1cc(CNn2cnnc2)cc(Br)c1OCC(=O)NC1CCCCC1 | -0.6% | -2.6 | 13.7 | 16.4% | 9.28µM* | -2.6% | ?
CC(=O)c1cccc(CN2CCCC(C(=O)Nc3ccc(-c4ccco4)cc3)C2)c1 (configuration not stated) | -5.5% | -2.2 | -2.1 | -29.3% | -14.7% | -2.1% | 10.4µM*
CCn1c2ccccc2c2cc(N=C3SC(CC(=O)Nc4ccccc4OC)C(=O)N3C)ccc21 (configuration not stated) | 4.1% | -3.2 | -20.6 | 8.4% | ? | -3.9% | ?
N#Cc1ccc(COc2ccc(CCO)cc2-n2nc3ccccc3n2)cc1 | 1.4% | -4.6 | -18.4 | ? | ? | 4.5% | ?
CC[C@@H](NS(=O)(=O)c1ccc(C)cc1)C(=O)Oc1ccc2c3c(c(=O)oc2c1)CCC3 | -1.1% | 5.1 | -5.7 | 4.7% | ? | -8.2% | -0.2%
CCOC(=O)c1nc(Nc2ccc(OC)cc2)c2ccccc2n1 | 6.2% | 24.2* | 47.3* | ? | ? | -7.5%&0.2% | 1.8%
O=S(=O)(NC1CCCCC1NS(=O)(=O)c1ccc(F)cc1)c1ccc(F)cc1 (configuration not stated) | -7.9% | -3.4 | -12.0 | -10.5%&19.3% | / | -1.6% | ?
Further records
SMILES | LmPK inh | Cycloheximide cs | Shiga inhibitor | HCV inhibitor | Pf growth 96h | TbPYK inhibitor | Pf growth 48h
N#Cc1cc2c(nc1SCc1ccc(Cl)nc1)CCCCC2 | 3.1% | 5.4 | -2.4 | -3.0% | ? | -0.7% | ?
O=C(O)CCCNC(=O)c1ccccn1 | 4.4% | -2.3 | -5.4 | 21.1% | ? | 38.8%[activator] | -0.1%
CC12COC3(C(=O)Nc4ccccc4)CC1CCC32C (configuration not stated) | 0.0% | 8.4 | 12.5 | 3.2% | 19.7% | -3.4% | 44.7%[activator]
COc1cccc(NC(=O)CN(C)C(=O)c2cccnc2Sc2ccc(C)c(C)c2)c1 | / | / | / | ? | -3.0% | 1.1% | ?
CC1CCCN(C(=O)CN2C3CCC2CC(O)(c2ccc(F)cc2)C3)C1 (configuration not stated) | 11.0% | -2.6 | 27.0 | 6.0% | 15.4% | 0.7% | ?
COc1ccccc1C(=O)Nc1c2c(nn1-c1ccc([N+](=O)[O-])cc1)CS(=O)(=O)C2 | -3.2% | 11.3 | -9.1 | 7.7% | -14.6% | -3.3% | 31.5%[activator]

Not a hit list. Share with any hit: about 24%.
